# Assay outcomes: PubChem BioAssay, National Center for Advancing Translational Sciences (NCATS)
# TSHR antagonist: blocks TSH signaling through the human TSH receptor; P16473; TSHR-expressing cells, TSH-stimulated cAMP HTRF, 2 h; active compounds read low; activity change, negative = inhibition, % at 11.5 µM; actives 0.2% (n = 330,000);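 active = activity change below a set negative limit, meaning inhibition stronger than a set level, cut at about -70% in these data; inconclusive = activity change between two set negative limits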; also: % is scaled to controls: 0 for no effect and ±100 for the full control effect
# Target sequence (P16473 whole entry, looked up): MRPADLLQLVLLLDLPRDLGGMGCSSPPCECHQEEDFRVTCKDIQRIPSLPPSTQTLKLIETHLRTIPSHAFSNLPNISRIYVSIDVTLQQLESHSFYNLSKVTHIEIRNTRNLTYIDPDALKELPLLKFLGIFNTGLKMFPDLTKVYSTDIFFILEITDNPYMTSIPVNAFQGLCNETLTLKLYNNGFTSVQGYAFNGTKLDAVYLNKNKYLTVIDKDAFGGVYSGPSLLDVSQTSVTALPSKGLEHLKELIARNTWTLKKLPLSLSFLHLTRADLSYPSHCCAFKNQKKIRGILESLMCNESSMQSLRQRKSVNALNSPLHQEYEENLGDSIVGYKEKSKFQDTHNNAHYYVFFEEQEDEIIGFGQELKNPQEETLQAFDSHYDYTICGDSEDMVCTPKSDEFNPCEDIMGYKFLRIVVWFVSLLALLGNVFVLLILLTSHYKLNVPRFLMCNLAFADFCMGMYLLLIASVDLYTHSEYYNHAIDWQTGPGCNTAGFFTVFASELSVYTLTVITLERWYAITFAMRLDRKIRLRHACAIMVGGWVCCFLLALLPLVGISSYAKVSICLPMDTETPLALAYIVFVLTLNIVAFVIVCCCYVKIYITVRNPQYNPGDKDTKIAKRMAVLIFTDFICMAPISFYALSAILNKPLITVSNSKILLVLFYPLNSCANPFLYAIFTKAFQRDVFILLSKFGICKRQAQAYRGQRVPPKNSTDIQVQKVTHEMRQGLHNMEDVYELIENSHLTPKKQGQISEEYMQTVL
#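 TSHR-expressing cells were treated with compounds, then stimulated with TSH at EC80 (4nM final) for 2 hours at 37 deg C. Cellular cAMP was measured by HTRF competition between lysate cAMP and cAMP-d2 for a cryptate-labelled anti-cAMP antibody.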
# TCR act: activators of T cell receptors. primary human leukocytes, anti-CD3, IL-2 HTRF, 48 h. Potency, µM (top dose mostly 9.22 µM), for the others: at the top dose activation of IL-2 secretion, hits mostly activators. 330,000 tested, under 10 active; also: % of control where 0% means no effect
#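 Primary human leukocytes receive a-CD3 beads and test compound and are incubated 48 hr. Secreted IL-2 is then assayed by HTRF, measuring 665nm acceptor emission after 320nm excitation of the europium donor.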
# B2AR arrestin: agonists driving beta-arrestin recruitment to human beta2-adrenergic receptor. beta-arrestin recruitment to beta2AR, cell-based reporter. Potency, µM (highest dose often 46.1 µM), without a hit: top-dose activation, hits mostly activators. actives 0.02% (n = 330,000). AID 492947;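 also: potency is read from the fitted curve at half-maximal effect; 0% = DMSO controls and full agonism = EC100 isoproterenol or metaproterenol; nearly all actives have a fitted effect of over 65% in size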
# Eya2 inh: inhibitors of human Eya2 phosphatase activity; recombinant Eya2, OMFP fluorescence dephosphorylation (OMFP is methylfluorescein phosphate); Potency, µM (top dose mostly 76.9 µM), inactives show top-dose activity, negative = inhibition, most hits filed as inhibitors; actives 0.006% (n = 330,000); AID 488837; also: potency is read from the fitted curve at half-maximal effect; % is scaled to controls: 0 for no effect and ±100 for the full control effect
#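 Eya2 protein (added as 0.2 uM solution) was preincubated with compound for 10 min at ambient temperature in 50 mM HEPES pH 7.5, 50 mM NaCl, 5 uM MgCl2, 0.05% BSA, 1 mM DTT. OMFP (added at 50 uM) then reacted 10 min; fluorescence read at 485/525 nm.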
# ELG1 repair inh: ELG1-dependent DNA repair inhibition | HEK293T ELG1-luciferase reporter, luminescence, 16 h; DNA damage induced by 5-fluorouridine | Potency, µM (top dose mostly 46.1 µM), inactives show top-dose activity change, negative = inhibition, most hits filed as inhibitors | actives 2.3% (n = 330,000) | AID 504467; also: potency is read from the fitted curve at half-maximal effect; % is scaled to controls: 0 for no effect and ±100 for the full control effect; nearly all actives have a fitted effect of over 55% in size
#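 DMSO vehicle served as the neutral condition. Each well held 2,000 cells given 5-fluorouridine plus compound; after 16 hr at 37 °C/5% CO2, ONE-Glo was added and luciferase measured 30 min later.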
# PTAP TSG101 blk: blocks PTAP/TSG101 interaction to inhibit HIV-1 budding; 340,000 tested, under 10 active; Fluorescence polarization, FITC-PTAP peptide / Tsg101 binding; Potency, µM (series often up to 115 µM), without a hit: at the highest dose activity change, negative = inhibition, actives largely listed as inhibitors; Q99816; AID 493005; active = well fitted inhibition curve with a large enough effect in the main read-out, with a control signal flat, not every such curve was filed as active; inconclusive = small, poorly fitted or top-dose-only effect, or effect the other way, or a change in a side signal; inactive = no such curve, though single readings can be large or run the other way; also: potency is read from the fitted curve at half-maximal effect; % of control where 0% means no effect
#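 Tsg101 binding domain (10 uM final) was mixed with compound and a FITC-labeled PTAP peptide (50 nM final) in HEPES pH 7.5 buffer with NaCl, Tween 20, EDTA and TCEP; fluorescence polarization was read after 20 min at r.t.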
# USP2a block: blocks human ubiquitin-specific protease USP2a; USP2 core, Ub-CHOP2 coupled fluorogenic reporter, 485/531; Potency, µM (titrated, usually from 38.3 µM), for the others: top-dose activity change, negative = inhibition, usual class: inhibitors; actives 0.01% (n = 330,000); AID 463254;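 also: potency is read from the fitted curve at half-maximal effect; plate controls were DMSO wells for no effect and full inhibition by NEM control for full effect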
#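 Cell-free coupled assay: 10nM USP2 core preincubated 30min RT with compound in Tris-HCl pH 8.0/CaCl2/CHAPS buffer, then 25nM Ub-CHOP2 and 25nM reporter substrate; fluorescence (Ex 485/Em 531) read after 60min RT, normalized to NEM inhibition, concentration-response curves fitted.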
# uPA generation: inhibitors of cell surface uPA generation; cell surface uPA generation assay, qHTS; Potency, µM (top dose mostly 38.3 µM), for the others: at the top dose activity change, negative = inhibition, usual class: inhibitors; actives 0.31% (n = 330,000); AID 540303; active = well fitted inhibition curve with a large enough effect; inconclusive = small, poorly fitted or top-dose-only effect; inactive = no such curve, though single readings can be large or run the other way; tested in mouse RAW 264.7 cells; also: potency is read from the fitted curve at half-maximal effect; % is scaled to controls: 0 for no effect and ±100 for the full control effect; nearly all actives have a fitted effect of over 55% in size
# BCR signal inh: blocks chronic active B-cell receptor signaling. ABC-DLBCL IkBa-CBG/CBR reporter, luminescence ratio, 4 h. Potency, µM (top dose mostly 46.1 µM), for the others: at the top dose ratio change, negative = lower green/red ratio, actives largely listed as inhibitors. actives 0.05% (n = 340,000). AID 493014; active = well fitted inhibition curve with a large enough effect in the signal ratio, with a control signal flat, not every such curve was filed as active; inconclusive = small, poorly fitted or top-dose-only effect, or effect the other way, or a change in a side signal; the % refers to the signal ratio;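 also: potency is read from the fitted curve at half-maximal effect; plate controls were basal doxycycline-induced cells for no effect and cells given 10 µM MG132 for full effect; MG132 reads +100%, hits lower the ratio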
#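 TMD8 human ABC-DLBCL cells with doxycycline-inducible IκBα–green luciferase fusion and unfused red luciferase, in 0.5% FBS medium; compounds up to 46 uM, 4 h at 37C. Green/red luminescence ratio, filter-overlap corrected, fitted to concentration-response curves.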
# Mito fusion act: blocks mitochondrial division or promotes mitochondrial fusion; Potency, µM (highest dose often 46.1 µM), inactives show top-dose growth rescue (activation), actives largely listed as activators; S. cerevisiae fusion-defective mutant growth rescue, CellTiterGlo 48 h; actives 0.23% (n = 320,000); AID 485298;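 also: potency is read from the fitted curve at half-maximal effect; % of control where 0% means no effect; nearly all actives have a fitted effect of over 45% in size; temperature-sensitive fusion mutants such as fzo1-1 at 37 °C on non-fermentable ethanol glycerol medium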
#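 Temperature-sensitive fusion-defective S. cerevisiae (e.g. fzo1-1, mgm1-5) were grown with compound in YPEG medium (3% ethanol, 3% glycerol) for 48 hours at 37C. Growth rescue was measured as viability by CellTiterGlo luminescence after 10 minutes at ambient.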
# Tb PFK block: inhibitors of T. brucei phosphofructokinase. O15648. T. brucei PFK, ADP-Glo luminescence. Potency, µM (titrated, usually from 57.5 µM), inactives show at the highest dose activity, negative = inhibition, hits mostly inhibitors. actives 0.17% (n = 330,000). AID 485367;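 also: potency is read from the fitted curve at half-maximal effect; 0% = uninhibited 1x PFK enzyme wells and -100% = no-enzyme wells; nearly all actives have a fitted effect of over 60% in size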
#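 Luminescent ADP detection (ADP-Glo, two-step: ATP depletion then ADP-to-ATP conversion for luciferase) reported PFK activity after 45 min room-temperature reaction of 1.25 nM enzyme with 0.5 mM F6P and 0.1 mM ATP at pH 8.0.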
# * = called active by the depositor; ? = inconclusive; . = not tested or not shown; [ ] = remark or other dose. Unless noted, calls follow the shape of the dose curve; as a rule, active = well fitted curve in the direction sought with a large enough effect; inconclusive = small, poorly fitted or top-dose-only effect, or another doubt; inactive = no such curve, though single readings can be large; an effect the other way counts as inactive or inconclusive.
SMILES	TSHR antagonist	TCR act	B2AR arrestin	Eya2 inh	ELG1 repair inh	PTAP TSG101 blk	USP2a block	uPA generation	BCR signal inh	Mito fusion act	Tb PFK block
COC(=O)CSc1ccc(S(=O)(=O)N2CCCCCC2)cc1[N+](=O)[O-]	31	-4%	-0.4%	-13%	10µM*	1%	-3%	-1%	?	3%	-6%
CCC1CCC(NC2CCCCNC2=O)CC1 (configuration not stated)	-2	0%	0.0%	15%	0%	-4%	-2%	.	?	-3%	-1%
C/C(=N\N=C(/N)c1nonc1N)c1ccc2c(c1)OCO2	-7	-4%	-0.9%	-11%	?	1%	8%	-29%	?	2%	1%
CN1CCN(c2ccc(S(=O)(=O)N3CCCCC3)cc2NC(=O)CSCc2ccccc2)CC1	1	-14%	0.0%	10%	6%	-2%	-2%	-7%	0%	-3%	-1%
NC(=O)C1CCN(C(=O)CCSCc2ccc(Cl)c(Cl)c2)CC1	-6	4%	-0.1%	-12%	-1%	-3%	1%	0%	-7%	2%	?
O=C(O)c1ccc2c(c1)N(Cc1cccc(F)c1)C(=O)CS2	-7	5%	-0.1%	27%	2%	5%	2%	-6%	4%	-3%	-8%
CS(=O)(=O)N(CC(=O)Nc1ccccc1C(=O)NCc1ccco1)c1ccccc1F	1	3%	-0.5%	7%	8%	-1%	0%	.	17%	2%	-2%
CC(=O)C1=C(C)N(CC2CC2)C(=O)N[C@H]1c1ccccc1	-10	5%	-0.8%	2%	-1%	-4%	0%	-11%	1%	-1%	0%
CN1CCC(=NNC(=O)CN(c2cccc([N+](=O)[O-])c2)S(=O)(=O)c2ccccc2)CC1	-5	13%	-0.2%	10%	0%	3%	-7%	-1%	?	6%	4%
CC1CCCCN1CC(=O)NC(=O)NCc1ccccc1 (configuration not stated)	3	-2%[46.1 µM]	-0.9%	8%	3%	1%	1%	3%	0%	-4%	-6%
COc1ccc(C2CN=NC2C(=O)c2ccccc2)cc1 (configuration not stated)	3	3%	-0.6%	5%	-1%	1%	8%	-7%	?	8%	0%
CCN(CC)c1ccc(/C=C(\C#N)C(N)=O)cc1	-6	-3%	-0.5%	-5%	?	10%	6%	0%	?	8%	0%
CCC(=O)Nc1ccc(S(=O)(=O)Nc2ccc(Cl)nn2)cc1	8	-4%[46.1 µM]	-0.1%	4%	0%	-4%	3%	4%	3%	1%	0%
COc1ccc(N(C(=O)c2cc3ccccc3oc2=O)C2C=CS(=O)(=O)C2)c(OC)c1 (configuration not stated)	1	.	-0.3%	14%	-14%	1%	0%	-4%	0%	4%	-1%
CN(c1ccccc1)S(=O)(=O)c1ccc(Cl)c(C(=O)NCC(c2ccco2)N2CCCC2)c1 (configuration not stated)	-3	4%	0.0%	-7%	3%	-1%	-1%	-6%	7%	1%	6%
COc1ccc(/C=C/C(=O)c2ccc(O)cc2)cc1CN1CCOCC1	3	0%	0.3%	-2%	-31%	-4%	0%	-8%	?	-4%	0%
O=C(Nc1cccnc1)c1cccc(S(=O)(=O)N2CCCC2)c1	2	0%	0.3%	-3%	7%	-1%	-9%	-8%	15%	8%	-2%
O=[N+]([O-])c1cccc(S(=O)(=O)Nc2nc3ccccc3nc2Nc2cccc(S(=O)(=O)N3CCCCC3)c2)c1	?	1%[46.1 µM]	14%	-4%	2.1µM*	-4%	1%	?	15%	-11%	4%
CSc1sc(C)cc1C1C(C#N)=C(N)N(c2cccnc2)C2=C1C(=O)CC(C)(C)C2 (configuration not stated)	-5	1%	-0.9%	19%	2%	-4%	3%	17%	16%	-1%	-1%
CCOC(=O)c1c(CN(C)C)n(-c2ccccc2)c2cc(Br)c(O)cc12	12	1%	-0.2%	-17%	-1%	-2%	-1%	-8%	?	-20%	2%
CCn1c2nc(SCCN3CCOCC3)nnc2c2cc(C)cc(C)c21	-12	13%	0.2%	2%	-9%	-4%	2%	0%	?	10%	1%
CCn1c(Cc2cccs2)nnc1SCC(=O)c1ccc(C)cc1	-4	7%	0.5%	12%	?	-5%	0%	.	28%	-16%	2%
CC(=O)NCc1ccc(C(=O)COC(=O)COc2ccccc2)s1	8	0%	0.3%	4%	0%	-1%	0%	17%	-1%	-4%	14%
O=S(=O)(NCCc1ccccc1)c1ccccc1	-5	6%[46.1 µM]	8.9%	-2%	?	-7%	0%	2%	-2%	-2%	2%
COc1ccc(-n2nc([N+](=O)[O-])c(=NCc3ccco3)n2O)cc1	18	0%	-0.1%	4%	?	-2%	1%	-8%	0%	-7%	-1%
CS(=O)(=O)c1ccc(C(=O)N2CCN(C(=O)c3ccco3)CC2)cc1	3	3%	-0.4%	-12%	25%	-2%	1%	30%	-1%	-5%	-4%
O=C(Nc1ccc(F)cc1)c1ccc2c(=O)n(CC3CCCO3)c(=S)[nH]c2c1 (configuration not stated)	-13	-1%	-0.8%	2%	4.1µM*	2%	0%	-6%	13%	4%	-5%
COCCCNC(=O)Cn1cc(C(=O)c2cccs2)c2ccccc21	-10	-5%[46.1 µM]	0.3%	-12%	?	0%	-1%	8%	-12%	3%	3%
Cn1cnc(S(=O)(=O)N2CCN(C(c3ccccc3)c3ccccc3)CC2)c1	23	0%	0.1%	-1%	13%	-3%	2%	0%	-11%	?	-17%
Cc1nc2cc(NS(=O)(=O)c3c(C)c(C)cc(C)c3C)ccc2s1	31	-10%[46.1 µM]	0.0%	1%	?	-2%	-19%	-6%	?	35µM*	-2%
CC1CCCCC12NC(=O)N(CC(=O)OCC(=O)c1ccc(OC(F)F)cc1OC(F)F)C2=O (configuration not stated)	-3	0%	0.2%	-4%	12%	-1%	1%	4%	-4%	-2%	1%
N#CCCCSc1nnc(CSc2nc3ccccc3s2)n1-c1ccccc1	-11	1%	0.8%	18%	?	-2%	4%	2%	1%	-5%	-2%
O=S(=O)(CC(c1ccccc1)N1CCCCC1)c1ccc(Cl)cc1 (configuration not stated)	14	-2%	-0.9%	-13%	-2%	-2%	-1%	0%	?	-13%	0%
O=C(CSc1nc2cc([N+](=O)[O-])ccc2n1-c1ccc(F)cc1)NC1CCS(=O)(=O)C1 (configuration not stated)	-4	-10%[46.1 µM]	-0.1%	-12%	1%	-3%	-1%	-1%	0%	-4%	3%
O=C(NCCc1c[nH]c2ccccc12)C(=O)NCC1OCCCN1S(=O)(=O)c1ccc(F)cc1 (configuration not stated)	1	0%[46.1 µM]	0.1%	-2%	?	-1%	0%	-1%	-11%	-3%	-1%
COc1ccc(NC(=O)CN2C(=O)COc3ccccc32)cc1OC	-4	.	-1.4%	8%	5%	1%	0%	4%	-2%	-2%	3%
O=C(NC1(C(F)(F)F)NC(=O)N(Cc2cccnc2)C1=O)c1ccc(F)cc1 (configuration not stated)	-2	-1%	0.2%	-3%	-2%	-2%	1%	5%	0%	2%	-1%
O=C(O)c1cc(N/N=C/c2cccnc2)ccc1Cl	3	-4%	0.3%	12%	?	-5%	-3%	3%	?	-1%	0%
CCCCn1nnnc1SCC(=O)Nc1cccc(C)n1	-2	-17%	0.4%	-4%	0%	-2%	1%	-2%	2%	-1%	-4%
CN(C)S(=O)(=O)c1ccc(-n2cccc2)cc1	-3	-2%	0.0%	-7%	9%	-3%	11%	1%	?	3%	0%
CCS(=O)(=O)c1ccc2oc(SCC(=O)c3c(N)n(C4CC4)c(=O)[nH]c3=O)nc2c1	10	9%	-1.1%	6%	-14%	1%	-3%	-6%	-1%	-2%	0%
CCOc1ccc(CNc2ccc3c(c2)nc(C)n3C)cc1	-7	3%	-0.1%	-14%	28%	-7%	-3%	-8%	1%	1%	4%
Cc1nn(-c2ccccc2)c2c1C(c1ccc(F)cc1)C(C#N)=C(N)O2 (configuration not stated)	-1	-1%[46.1 µM]	-1.2%	1%	-1%	1%	-1%	1%	?	0%	0%
Cc1ccc(-c2cn3nc(-c4ccccc4)c(-c4ccccc4)nc3n2)cc1	-28	-6%	0.1%	?	0%	?	?	-1%	8%	10%	-9%
